Source: PubChem BioAssay (National Center for Advancing Translational Sciences (NCATS))
AmpC no deterg: qHTS Inhibitors of AmpC Beta-Lactamase (assay without detergent); P00811; AmpC nitrocefin hydrolysis, absorbance 480 nm, 0.0001% Triton; Potency, µM (titrated, usually from 57.1 µM), for the others: at the top dose activity change, negative = inhibition, actives largely listed as inhibitors; 330,000 compounds, 0.52% hits; AID 485341, 2010;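 note: potency is the fitted concentration of half-maximal effect; plate controls were no compound for no effect and no enzyme for full effect; nearly all actives have a fitted effect of over 20% in size; some results filed as inactive show a strong effect at the top dose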
Target sequence (P00811 whole entry, looked up): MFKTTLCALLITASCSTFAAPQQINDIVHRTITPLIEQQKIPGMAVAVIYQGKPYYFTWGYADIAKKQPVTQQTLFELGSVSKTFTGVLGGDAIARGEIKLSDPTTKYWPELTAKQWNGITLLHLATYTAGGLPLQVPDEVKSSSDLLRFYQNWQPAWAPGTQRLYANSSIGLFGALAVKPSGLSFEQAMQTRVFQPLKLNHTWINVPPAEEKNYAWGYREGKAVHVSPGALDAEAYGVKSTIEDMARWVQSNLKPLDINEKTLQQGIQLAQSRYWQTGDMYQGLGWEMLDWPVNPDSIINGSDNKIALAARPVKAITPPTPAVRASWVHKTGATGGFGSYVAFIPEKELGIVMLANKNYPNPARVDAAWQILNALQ
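20 mM phosphate pH 7.0 + 0.01% (detergent screen) or 0.0001% Triton X-100; 5.3 nM AmpC reagent; cpd preinc 15 min RT; nitrocefin (800 uM stock) to start; A480 q20 s × 4 min; Activity was normalised to no-enzyme and no-compound control wells.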
Cycloheximide cs: Cycloheximide Counterscreen for Small Molecule Inhibitors of Shiga Toxin. cell reporter, cycloheximide protein synthesis inhibition counterscreen. AID 2314, 2010. max response, %. 300,000 compounds, 12% hits; in the data active = max response mostly above about 13%, no sharp cut-off; inactive = mostly below about 14%; note: read at 38.3 µM for the half of the compounds with a filed dose; 0% is about no effect
Shiga toxin inh: A qHTS for Small Molecule Inhibitors of Shiga Toxin; 290,000 compounds, 9.2% hits; Vero cells, Shiga toxin protein synthesis inhibition reporter; inhibition, % at 38.7 µM; in the data active = inhibition mostly above about 28%, no sharp cut-off; inactive = mostly below about 43%; note: 0% is about no effect
FBPA Giardia inh: qHTS Assay for Inhibitors of Fructose-1,6-bisphosphate Aldolase from Giardia Lamblia; AID 2451, 2010; Potency, µM (titrated, usually from 59.6 µM), inactives show top-dose activity, negative = inhibition, actives largely listed as inhibitors; 290,000 compounds, 0.71% hits; purified Giardia FBPA; A8B2U2; note: potency is the fitted concentration of half-maximal effect; % is set by controls: 0 for no effect and ±100 for the full control effect; nearly all actives have a fitted effect of over 55% in size
Target sequence (A8B2U2 whole entry, looked up): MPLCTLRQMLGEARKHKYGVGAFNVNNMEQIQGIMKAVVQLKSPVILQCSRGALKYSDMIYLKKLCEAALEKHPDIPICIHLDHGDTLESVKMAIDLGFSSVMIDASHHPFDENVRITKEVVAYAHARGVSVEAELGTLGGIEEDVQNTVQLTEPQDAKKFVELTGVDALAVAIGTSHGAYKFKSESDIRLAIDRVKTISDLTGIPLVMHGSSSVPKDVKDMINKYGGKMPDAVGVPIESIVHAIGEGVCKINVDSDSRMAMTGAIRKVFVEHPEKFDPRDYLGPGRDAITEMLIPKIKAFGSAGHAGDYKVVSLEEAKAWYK
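Giardia FBPA (40 nM reagent) was preincubated 10 min at RT with compound (up to 57.5 uM final), then substrate plus GAPDH/TPI/NAD/arsenate coupling system with diaphorase/resazurin was added; resorufin fluorescence (525/598 nm) was read after 20 min.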
AmpC detergent: qHTS Inhibitors of AmpC Beta-Lactamase (assay with detergent) | P00811 | AmpC hydrolysis of nitrocefin, absorbance 480 nm, 0.01% Triton | Potency, µM (highest dose often 114 µM), for the others: at the highest dose activity change, negative = inhibition, actives largely listed as inhibitors | 370,000 compounds, 0.041% hits | AID 485294, 2010;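 note: potency is the fitted concentration of half-maximal effect; 0% = no-compound wells and -100% = no-enzyme wells; nearly all actives have a fitted effect of over 25% in size; some results filed as inactive show a strong effect at the top dose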
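AmpC (5.3 nM in the dispensed reagent) in 20 mM phosphate pH 7.0 with 0.01% (detergent screen) or 0.0001% Triton X-100 was preincubated with compounds for 15 min at room temperature. Nitrocefin was then added from an 800 uM solution, and hydrolysis was followed at 480 nm.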
AMA1-RON2 inh: qHTS for Inhibitors of AMA1-RON; Towards Development of Antimalarial Drug Lead: Primary Screen; AID 720542, 2013; Plasmodium falciparum AMA1 (3D7) - RON2 peptide interaction; 360,000 compounds, 0.2% hits; Potency, µM (titrated, usually from 58.2 µM), for the others: at the highest dose activity change, negative = inhibition, usual class: inhibitors; AlphaScreen AMA1-biotinylated RON2 peptide binding;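 note: potency is the fitted concentration of half-maximal effect; 0% = vehicle wells and -100% = peptide control; nearly all actives have a fitted effect of over 45% in size; some results filed as inactive show a strong effect at the top dose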
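AMA1 (3D7) with his tag at 25 nM final met compounds first, then biotinylated RON2 peptide at 25 nM; detection used donor plus acceptor beads, 10 µg/mL apiece, read by AlphaScreen after 30 min at room temperature.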
HCMV inh: qHTS Assay for inhibitors of the human cytomegalovirus (HCMV); HFF cells, HCMV-luciferase reporter, 72 h; stronger effect = lower value; activity change, negative = inhibition, % at 57.5 µM; 410,000 compounds, 4.5% hits; AID 1259415, 2018; in the data active = activity change below about -60%; inconclusive = no clear call, values can overlap the other calls; inactive = above about -39%; note: % is set by controls: 0 for no effect and ±100 for the full control effect
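After 16 h attachment at 37C, HFF cells received test compound and HCMV-luciferase (1 PFU/cell); reporter luminescence read 72 h later, data normalized against buffer-only and known inhibitor Salinomycin.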
* hit, by the source's call; ? = inconclusive; / = no result given; & = joins results of further samples; [ ] = dose if it differs, or a comment. Unless noted, calls come from the whole dose curve; as a rule, active = well fitted curve in the direction sought with a large enough effect; inconclusive = small, poorly fitted or top-dose-only effect, or another doubt; inactive = no such curve, though single readings can be large; an effect the other way counts as inactive or inconclusive.

SMILES | AmpC no deterg | Cycloheximide cs | Shiga toxin inh | FBPA Giardia inh | AmpC detergent | AMA1-RON2 inh | HCMV inh
O=C(CC1(O)C(=O)N(CN2CCOCC2)c2ccccc21)c1ccccc1 (stereo unspecified) | / | 4 | 6 | -8% | 9% | -4% | 24
Nc1cccc(/C=C/C(=O)O)c1 | -11% | -1 | 2 | 1% | -3% | -6% | -19
CCn1cc(C(=O)NN)c(=O)c2cc(F)c(N3CCCCC3)cc21 | 49% | -2 | 21 | 16% | 1% | 26% | 89
COc1ccccc1NS(=O)(=O)c1cccc(C(=O)N/N=C/c2ccc(OCC(=O)O)cc2)c1 | -39% | -3 | -1 | 9% | ? | 10% | 53
Cc1ccc(S(=O)(=O)N(C)CC(=O)NC2CCCC2)cc1 | -10% | -2 | -12 | 4% | 3% | -10% | -26
Cc1cc(C)c(NC(=O)C2CCC(=O)N2)c(C)c1 (stereo unspecified) | -29% | 1 | 11 | 2% | ? | -1% | ?
Cc1cc(C)c2c3c(sc2n1)C1(CCSCC1)C(C#N)=C(N)O3 | -24% | 18 | 29* | 1% | -14% | -8% | 10
COc1ccc(NS(=O)(=O)c2cccc(C(=O)NNC(=O)c3cncc(Br)c3)c2)cc1 | -40% | / | / | / | -13% | 96%[activator] | 13
COC(=O)C1=C(c2ccc(F)cc2OCc2ccccc2)C[C@@H]2CC[C@H]1N2C(=O)NCc1ccc2[nH]ccc2c1 | -22% | / | / | / | 0% | -18% | 27
CCC(=O)c1ccc(SC(=O)N(C)C)cc1O | -7% | 15* | 27 | -1% | 3% | -6% | 16
Cn1c(/C=C/N2CCOCC2)c(C(=O)c2ccc(Br)cc2)c(=O)n(C)c1=O | / | 17 | -3 | 5% | -8% | -7% | 85
COc1cc(C(C)=O)ccc1OCC(=O)Nc1ccccc1N1CCCCC1 | -15% | / | / | / | -15% | -20% | -37
O=C(Nc1ccc2c(c1)OCO2)c1ccc(S(=O)(=O)NCC2CCCO2)cc1 (stereo unspecified) | -6% | -3 | -4 | 2% | -5% | -5% | -18
Cc1ccc(C)n1-c1ccc(-c2nnco2)cc1 | 13% | 6 | -4 | -8% | ? | / | /
C=C(c1ccccc1O)n1ccnc1 | -6% | 2 | 4 | -11% | -12% | -5% | -34
CCOc1ccc(-n2cnnn2)cc1S(=O)(=O)NC1CC1 | -18% | -4 | 14 | 4% | -4% | 0% | -6
O=[N+]([O-])c1ccc(NC(=S)N2CCc3ccccc3C2)cc1 | -26% | 12 | 14 | -20% | ? | -6% | -36
COc1ccc(CNC(=O)/C=C/c2cc([N+](=O)[O-])ccc2OC(F)F)cc1 | -30% | -5 | -4 | 7% | ? | 7% | 1
COc1ccc(CNC(=O)c2ccc(S(=O)(=O)N3CCOCC3)cc2)cc1 | -17% | / | / | / | -12% | 7% | -38
COC(=O)CNC(=O)C(Cc1c[nH]c2ccccc12)NC(=O)Oc1ccccc1 (stereo unspecified) | -15% | -3 | -15 | 4% | -6% | 0% | -39

2 of the compounds above, with two lines to a compound.
The line under a structure holds: AmpC no deterg | Cycloheximide cs | Shiga toxin inh | FBPA Giardia inh | AmpC detergent | AMA1-RON2 inh | HCMV inh
Cn1c(/C=C/N2CCOCC2)c(C(=O)c2ccc(Br)cc2)c(=O)n(C)c1=O
 : / | 17 | -3 | 5% | -8% | -7% | 85
CCn1cc(C(=O)NN)c(=O)c2cc(F)c(N3CCCCC3)cc21
 : 49% | -2 | 21 | 16% | 1% | 26% | 89

Next structures follow:
SMILES | AmpC no deterg | Cycloheximide cs | Shiga toxin inh | FBPA Giardia inh | AmpC detergent | AMA1-RON2 inh | HCMV inh
O=C(Cc1ccc([N+](=O)[O-])cc1)N/N=C/c1ccc([N+](=O)[O-])o1 | -46% | 0 | 19 | -29% | -7% | 10% | -18
C=C(C)C1(O)OC(=O)C=C1OC (stereo unspecified) | -7% | 8.5* | 14 | 0%&-17% | 6% | 5% | -17
O=C(Nc1cccnc1)c1ccc(CSc2ccccc2)cc1 | -19% | 41* | 73* | 10% | 2% | -3% | -18
Cc1nn(C2CCOC(C)(C)C2)c2c1C(c1ccc(OC(C)C)cc1)SCC(=O)N2 (stereo unspecified) | 130%[activator] | -7 | -10 | -10% | 2% | -2% | 14
c1ccc(CCn2nnnc2C(c2cccnc2)N2CCN(c3nc4ccccc4s3)CC2)cc1 (stereo unspecified) | 132%[activator] | -1 | -13 | 0% | -10% | -4% | ?
C=C1CCC(O)C2(C)CCC3C(C)C(=O)OC3C12O (stereo unspecified) | -21% | -3 | 4 | -3% | 2% | -3% | ?
Cc1ccc(CS(=O)Cc2ccc(C(=O)NC3CCCC(C)C3C)o2)cc1 (stereo unspecified) | 83%[activator] | -3 | -7 | 7% | ? | -4% | 0
c1ccc(-c2ccccc2OCCCN2CCCC2)cc1 | 19% | -3 | -8 | -18% | -4% | 10% | -3
CCCCNS(=O)(=O)c1ccc2nc(-c3cccnc3)cc(C(=O)NCCCN(CC)CC)c2c1 | 70%[activator] | -3 | 10 | 0% | ? | / | /
O=C(CS(=O)(=O)Cc1ccccc1)Nc1ccc(S(=O)(=O)N2CCOCC2)cc1 | -14% | -3 | -17 | 6% | -13% | 6% | -18
O=C(CSc1nnc(-c2cccs2)n1Cc1ccco1)Nc1ccc2c(c1)OCO2 | -24% | 26 | -21 | -4% | -8% | -8% | -15
O=C(OCc1ccc(Cl)c(Cl)c1)c1ccc[nH]1 | -35% | 23* | 111* | -5% | -6% | -16% | -6
O=C(COC(=O)c1c(F)cccc1F)NCc1ccc2c(c1)OCO2 | -11% | / | / | / | 4% | -4% | 0
Nc1nonc1-n1nnc(C(=O)N/N=C/c2cccnc2)c1-c1ccccc1 | -6% | -8 | -8 | -1% | -14% | -8% | -8
O=C(N/N=C/c1cccs1)c1cc(-c2ccc3ccccc3c2)n[nH]1 | -26% | 39* | 54* | 0% | ? | 3% | -32
O=C(NC(=O)c1c(F)cccc1F)Nc1cc(Cl)c(F)c(Cl)c1F | -20% | -7 | -5 | 1% | -9% | 3% | -2
Cc1nc2sc(C(c3ccco3)N3CC(C)OC(C)C3)c(O)n2n1 (stereo unspecified) | 12% | 14 | 20 | ? | ? | 16% | 30
COC(=O)c1ccc(OC)c(CN2CCCN(Cc3ccc(F)cc3)S2(=O)=O)c1 | 2% | 4 | -4 | 8% | -5% | 4% | ?
COc1cc(OC)cc(C(=O)N[C@H](C(=O)Nc2cc(F)ccc2C)C(C)C)c1 | -12% | 0 | 4 | 4% | -3% | 8% | -20
CC(C)NC(=O)CN(c1cccc(Br)c1)S(C)(=O)=O | -8% | -2 | 15 | 6% | ? | -6% | -36
COc1cccc(CC(=O)Nc2nc3ccccc3[nH]2)c1 | -9% | 24* | 65 | 0% | 4% | 13% | 29
CC(C)(NC(=O)N1CCCC1)c1cccc(C(C)(C)NC(=O)N2CCCC2)c1 | -10% | -3 | -12 | -2% | 0% | 3% | -10
O=C(Nc1cccc(Cl)c1)Nc1ccccc1C(=O)O | -18% | 24* | 47* | -18% | -11% | 5% | 40
Cc1c(-c2ccccc2)n[nH]c1C(=O)N=Nc1c(O)[nH]c2ccccc12 | -32% | 8 | 22 | ? | 5% | 20% | -15
Cc1ccc(S(=O)(=O)N2CCC(C(=O)OCC(=O)N(C)CC(=O)Nc3ccc(F)cc3)CC2)cc1C | 154%[activator] | / | / | / | -16% | -6% | -13
CCc1ccc(OCC(=O)NC(=S)Nc2ccc(C)cc2C)c(Br)c1 | -13% | 2 | -11 | 1% | -5% | -11% | -19
C=CCOC(=O)C1=C[C@@H](c2coc3ccccc3c2=O)[C@H](CCCO)[C@@H](OCC)O1 | 118%[activator] | -1 | -8 | 4% | -2% | -2% | 7
C[C@H](CO)N1C[C@H](C)[C@@H](CN(C)S(=O)(=O)c2cn(C)cn2)Oc2ccc(NC(=O)Nc3ccc4c(c3)OCO4)cc2C1=O | 0% | / | / | / | / | 3% | 1
CCCCNS(=O)(=O)c1ccc(OCC(=O)OC)cc1 | -26% | -2 | 9 | 4% | -8% | -10% | -34
COC(=O)CC(=O)Cc1nc(N)nc(Nc2ccc(C)c(C)c2)n1 | 0% | 2 | -7 | -1% | -7% | 28% | -6
C[C@H]1CN(C2CCCCC2)C(=O)[C@@H]1CC(=O)NCc1ccccc1 | 15% | -2 | 1 | 0% | -11% | 7% | 18
Cc1cccc([N+](=O)[O-])c1NC(=O)CN(Cc1ccccc1)Cc1ccccc1 | -10% | -2 | 2 | -3% | -5% | 1% | -61*
CC(C)(C)c1ccc(/C=C/C(=O)N2CCOCC2)cc1 | 41% | 66* | 113* | -5% | -3% | -2% | 18
Cc1ccc(-n2nc3c([n+]2[O-])CCc2nonc2-3)cc1 | 1% | 5 | -4 | 2% | -4% | 21% | -33
COc1ccc(OC)c(Nc2nc(N)nc(CSc3nnc(-c4ccncc4)o3)n2)c1 | -4% | -4 | 14 | 0% | -1% | / | /
COc1ccc(N2C(=O)c3ccccc3NC2(C)C)cc1 | -15% | 15 | 73* | 0% | 2% | 4% | -15
O=C(C[C@H]1C/C=C\C[C@H](NC(=O)OCC2c3ccccc3-c3ccccc32)C(=O)O[C@@H](c2ccccc2)CNC1=O)NCCO | 294%[activator] | / | / | / | / | 3% | -29
CCOC(=O)c1c(-c2ccccc2)[nH]c2ccc(O)cc12 | -26% | 9 | 18 | 1% | 2% | 20% | -12
CCOc1ccc2c(c1)c(=O)c(S(=O)(=O)c1ccc(C)cc1)cn2CC | 0% | -1 | -4 | / | 2% | 0% | -5
O=S(=O)(NCC(c1ccco1)N1CCN(c2ccccc2F)CC1)c1ccc2c(c1)OCCO2 (stereo unspecified) | -13% | 14 | 11 | -3% | -10% | -2% | -18
Nc1nc(NCc2ccco2)nc(Nc2ccc(F)cc2)c1[N+](=O)[O-] | -14% | -1 | 26 | 6% | 4% | -5% | ?
Cc1ccc(CN2CCC(n3nccc3NC(=O)c3ccccc3C)CC2)o1 | 19% | -2 | 27 | 8% | ? | -5% | ?
CC(=O)c1cccc(NC(=O)c2ccc(N(Cc3ccc(C)cc3)S(C)(=O)=O)cc2)c1 | 4% | -1 | 9 | 0% | -5% | -1% | -7
COc1ccc(C(CNC(=O)COc2ccc(F)cc2Cl)N2CCCCC2)cc1 (stereo unspecified) | -7% | / | / | / | 7% | -11% | -7
COc1ccccc1-c1nc2ccccc2c(=O)n1NC(=O)c1cccs1 | -36% | 12 | -14 | -1% | 5% | 16% | 10
C#CCn1c2ccccc2c2nc3ccccc3nc21 | -2% | 3 | 15 | 10% | 4% | 12% | 2
CCOc1ccc(NC(=O)Nc2ccc(N(C)C(C)=O)cc2)cc1 | / | -2 | 74* | -1% | -3% | 2% | 93
